LYPLA2 counter – LYPLA2 inhibitors, primary screen, counter-screen for PME1 inhibitor project, biochemical, fluorescence polarization, FP-Rh probe ABPP; recombinant LYPLA2; actives 0.38% (n = 320,000); AID 2177, 2009; inhibition, % at 5.9 µM;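 active = inhibition above the screen-wide mean plus 3 SD, limit set per campaign, cut at about 26% in these data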;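 note: 0% = LYPLA2 with DMSO and 100% = wells lacking LYPLA2 enzyme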
Target sequence (O95372 whole entry, looked up): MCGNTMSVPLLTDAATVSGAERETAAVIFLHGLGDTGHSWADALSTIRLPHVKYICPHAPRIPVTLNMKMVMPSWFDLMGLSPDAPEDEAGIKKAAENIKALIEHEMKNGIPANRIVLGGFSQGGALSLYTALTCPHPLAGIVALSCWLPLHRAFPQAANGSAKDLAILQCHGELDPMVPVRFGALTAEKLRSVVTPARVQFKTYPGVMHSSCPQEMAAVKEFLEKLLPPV
EBNA-1 inh – EBNA-1 DNA-binding inhibitors, primary screen, biochemical, fluorescence polarization | actives 0.34% (n = 300,000) | inhibition, % at 14.8 µM; in the data active = inhibition above about 28%
PAFAH1B2 FP inh – PAFAH1B2 enzyme inhibitors, primary screen, biochemical, fluorescence polarization, human | Platelet-activating factor acetylhydrolase IB subunit alpha2 (Homo sapiens), P68402 | recombinant PAFAH1B2, FP-rhodamine activity probe | inhibition, % at 3.39 µM | actives 1.2% (n = 340,000) | AID 492953, 2010;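 active = inhibition above the mean of all tested compounds plus 3 SD, cut at about 24% in these data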;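 note: 0% = enzyme with DMSO and 100% = wells lacking PAFAH1B2; many of its hits are not listed in these tables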
Target sequence (P68402 whole entry, looked up): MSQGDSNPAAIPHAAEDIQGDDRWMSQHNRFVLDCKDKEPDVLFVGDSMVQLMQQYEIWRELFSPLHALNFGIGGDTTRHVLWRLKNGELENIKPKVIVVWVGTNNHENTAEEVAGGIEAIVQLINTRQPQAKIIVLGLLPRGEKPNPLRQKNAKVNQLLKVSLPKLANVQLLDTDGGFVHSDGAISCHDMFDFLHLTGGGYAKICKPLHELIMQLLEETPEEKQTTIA
pPAFAH inh – pPAFAH enzyme inhibitors, primary screen, biochemical, fluorescence polarization, human; inhibition, % at 3.39 µM; actives 1.5% (n = 330,000); Platelet-activating factor acetylhydrolase (Homo sapiens), Q13093; recombinant pPAFAH, FP-rhodamine probe fluorescence polarization;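 active = inhibition above the mean inhibition across the screen plus 3 SD, cut at about 25% in these data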;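 note: inhibitors block binding of the rhodamine activity-based probe so polarization drops; 0% = enzyme with DMSO and 100% = wells lacking pPAFAH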
PAFAH1B3 FP inh – PAFAH1B3 enzyme inhibitors, primary screen, biochemical, fluorescence polarization, human; Platelet-activating factor acetylhydrolase IB subunit alpha1 (Homo sapiens), Q15102; recombinant PAFAH1B3, FP-rhodamine probe; inhibition, % at 3.39 µM; actives 0.28% (n = 340,000);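 active = inhibition above the screen-wide average of all tested compounds plus 3 SD, cut at about 25% in these data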;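 note: 0% = enzyme with DMSO only and 100% = wells lacking PAFAH1B3 protein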
Target sequence (Q15102 whole entry, looked up): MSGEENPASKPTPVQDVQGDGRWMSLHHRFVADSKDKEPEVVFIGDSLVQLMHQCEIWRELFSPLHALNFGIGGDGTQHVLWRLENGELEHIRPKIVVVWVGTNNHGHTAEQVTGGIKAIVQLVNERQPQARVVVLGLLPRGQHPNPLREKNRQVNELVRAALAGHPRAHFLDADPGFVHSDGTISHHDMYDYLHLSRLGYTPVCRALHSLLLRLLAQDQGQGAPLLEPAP
ZTA counter – blocks Epstein-Barr virus ZTA, an EBNA-1 counter-screen | P03206 | ZTA-DNA binding, fluorescence polarization | inhibition, % at 11 µM | actives 0.15% (n = 320,000); in the data active = inhibition above about 33%
Target sequence (P03206 whole entry, looked up): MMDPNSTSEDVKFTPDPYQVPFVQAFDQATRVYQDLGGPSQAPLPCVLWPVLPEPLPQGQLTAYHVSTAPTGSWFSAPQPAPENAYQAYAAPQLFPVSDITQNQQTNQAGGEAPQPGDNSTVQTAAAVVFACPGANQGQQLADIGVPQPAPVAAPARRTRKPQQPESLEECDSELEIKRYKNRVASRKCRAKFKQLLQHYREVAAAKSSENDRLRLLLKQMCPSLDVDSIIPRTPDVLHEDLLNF
PAFAH2 FP inh – PAFAH2 enzyme inhibitors, primary screen, biochemical, fluorescence polarization, human. Platelet-activating factor acetylhydrolase 2, cytoplasmic (Homo sapiens), Q99487. recombinant PAFAH2, FP-rhodamine activity probe. inhibition, % at 3.39 µM. actives 0.99% (n = 340,000);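 active = inhibition above the mean over all tested compounds plus 3 SD, cut at about 30% in these data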;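 note: inhibitors block probe labeling of enzyme so polarization drops; 0% = enzyme with DMSO and 100% = wells lacking PAFAH2 protein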
PREPL inh – PREPL enzyme inhibitors, primary screen, biochemical, fluorescence polarization; AID 2751, 2010; Prolyl endopeptidase-like (Homo sapiens), Q4J6C6; inhibition, % at 5.96 µM; recombinant PREPL, fluorescence polarization activity-based probe; actives 0.68% (n = 320,000); in the data active = inhibition above about 43%;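 note: 0% = enzyme with DMSO and 100% = wells lacking enzyme; many of its hits are not listed in these tables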
LYPLA1 counter – LYPLA1 inhibitors, primary screen, counter-screen for PME1 inhibitor project, biochemical, fluorescence polarization, FP-Rh probe ABPP. inhibition, % at 5.9 µM. recombinant LYPLA1. AID 2174, 2009. actives 0.16% (n = 320,000);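 active = inhibition above the mean of all tested compounds plus 3 SD, set per campaign, cut at about 14% in these data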;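 note: inhibitors block serine hydrolase probe labeling of LYPLA1 so polarization falls; 0% = enzyme with DMSO and 100% = wells lacking LYPLA1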
An asterisk follows results filed as active; . = not tested or not shown. The list is partial. The share of hits here may be higher or lower than overall.

Molecule	LYPLA2 counter	EBNA-1 inh	PAFAH1B2 FP inh	pPAFAH inh	PAFAH1B3 FP inh	ZTA counter	PAFAH2 FP inh	PREPL inh	LYPLA1 counter
COc1ccc(C(=O)Nc2ccc(OC)c(OC)c2)cc1	-0.9	-7.8	-1.9	-5.8	2.7	-7.6	5.7	5.3	-3.6
CSc1ccc(NC(=O)N2CCN(c3nc4ccccc4s3)CC2)cc1	8.2	26.1	4.8	4.5	5.2	21.1	-4.4	15.8	-0.4
CC(C)CCCN1C(Nc2ccccc2)=NC[C@@H]1CC(C)C	8.0	5.6	3.5	5.2	13.2	12.4	0.1	23.9	6.3
CC(C)[C@H](NC(=O)c1ccco1)C(=O)OCC(=O)N1CC(=O)Nc2ccccc21	-10.2	0.5	4.2	-6.5	8.4	6.5	-2.0	0.8	-4.9
COc1cc(C(=O)OCCCOC(=O)c2cc(OC)c(OC)c(OC)c2)cc(OC)c1OC	7.5	1.4	5.7	1.9	-5.7	-6.5	9.2	8.1	0.9
O=C(NCc1ccccc1)c1ccc(Cl)c(NC2=NC3CS(=O)(=O)CC3S2)c1 (stereo unspecified)	-3.0	0.6	-0.9	-10.4	-2.2	7.0	0.0	7.5	-3.4
O=S1(=O)CCN(Cc2ccccc2Cl)CC1	-3.3	-10.1	5.7	-4.2	7.6	-5.2	4.9	-20.3	-1.1
CCOC(=O)c1sc2ccccc2c1OC(=O)c1ccccc1	-2.7	0.2	1.3	1.0	2.4	-10.2	2.8	11.0	-3.2
O=C(N/N=C\c1c(O)ccc2ccccc12)c1ccc(S(=O)(=O)N2CCCCC2)cc1	-1.1	6.1	0.7	11.6	12.4	0.5	9.2	6.5	-3.6
O=C(c1cc(Cl)nc2ccccc12)N(Cc1nnc(-c2ccc(Cl)cc2)o1)C1CC1	6.5	9.3	8.6	3.7	4.6	6.1	6.5	-0.5	0.1
Cc1nc(Nc2ccc(S(=O)(=O)N3CCCCC3C)cc2)c2nnn(Cc3ccccc3)c2n1 (stereo unspecified)	-25.2	-2.2	-7.4	-0.2	-8.2	-8.4	-21.2	-25.1	-5.4
CCc1ccc(C(=O)Cc2cc3cccc(OC)c3oc2=O)cc1	6.3	0.3	-0.6	-2.2	6.1	9.8	0.9	1.9	0.6
Cc1nc(-c2ccccc2)cs1	0.1	10.1	5.3	-2.7	6.3	8.3	2.4	2.1	-1.9
O=C(NCC1CCCO1)c1ccc2c(c1)OCO2 (stereo unspecified)	0.4	0.6	2.2	-7.6	2.7	-8.2	10.7	1.6	3.2
COc1cc(OC)cc(C(=O)NC2CCSc3ccccc32)c1 (stereo unspecified)	5.5	9.2	2.5	10.6	-0.7	-2.2	-4.0	5.0	-3.1
COc1cc(C(=O)NNC(=O)c2cc(C)[nH]n2)cc(OC)c1OC	5.4	-0.4	-5.3	5.6	6.8	-6.5	-1.3	6.0	1.8
O=C(CSc1nccc(=O)[nH]1)Nc1ccc2ccccc2c1	.	.	2.4	9.3	-3.5	.	0.5	8.1	.
CCOc1ncccc1C(=O)OCC(=O)NC1CC1	4.0	-4.2	-4.3	-1.7	6.9	7.1	15.7	-5.6	3.1
Cc1cc(C)n(-c2ccc(C(=O)N3CC(C)OC(C)C3)cc2)n1 (stereo unspecified)	6.5	14.6	5.9	1.4	5.8	5.8	-4.6	3.0	3.9
CCCCCCCCCCCCN1[C@@H](CC(=O)O)c2cc(C(F)(F)F)ccc2S1(=O)=O	60.9*	11.7	23.4	43.8*	3.3	-7.3	11.0	0.9	11.3
Cc1ccc(S(=O)(=O)N(Cc2nccn2C)C(C)C)cc1	-4.8	0.2	4.1	-4.4	2.9	-4.4	1.5	-1.8	-1.7
COc1ccc(S(=O)(=O)N2CCN(C(=O)c3cc(C)on3)CC2)cc1	-7.6	.	3.8	-4.8	2.7	11.6	-0.1	-1.1	-3.5
COC(=O)CS(=O)(=O)c1cccc2cccnc12	-2.1	-8.9	-1.3	0.5	-1.8	-11.8	-4.2	15.4	-3.5
COc1ccccc1CNC(=O)c1ccc(NC2=NC3CS(=O)(=O)CC3S2)cc1 (stereo unspecified)	1.0	-1.5	2.1	1.2	3.5	-11.0	3.0	1.6	-0.9
O=C(CNCc1ccc(Cl)cc1)Nc1ccc(C(=O)N2CCCCCC2)cc1	2.0	-0.1	5.7	-0.5	-3.5	2.2	-2.2	-0.8	1.5
Cc1onc(-c2c(Cl)cccc2Cl)c1NC(=O)NN(C)c1ccc([N+](=O)[O-])cn1	-8.8	-1.7	-0.3	-1.3	4.1	-2.3	8.9	5.9	-1.4
COCCn1cnnc1SCC(=O)c1ccc(S(=O)(=O)N2CCCC2)cc1	-9.0	-8.0	3.9	-0.5	4.5	-1.5	-3.3	12.4	-4.2
Cc1ccccc1N1C(=O)CC2(CCCC2)CC1=O	3.1	0.3	-0.2	-2.2	3.3	12.7	-2.5	-5.9	1.6
Cc1ccc2occ(/C=N/O)c(=O)c2c1	6.2	-7.3	2.0	-1.9	0.3	3.9	-2.2	-0.6	5.0
COc1ccc(CN(CC(O)COCc2ccccc2)S(=O)(=O)c2ccccc2Br)cc1 (stereo unspecified)	.	.	3.5	1.6	-0.2	.	-3.8	.	.
COC(=O)c1ccc(-c2ccc(C(c3c(C)[nH][nH]c3=O)c3c(C)[nH][nH]c3=O)o2)cc1	6.5	0.0	6.7	13.8	16.6	3.5	10.9	5.7	-0.1
O=C(Nc1ccccc1)OCCCCCOC(=O)Nc1ccccc1	0.0	11.7	3.9	1.4	6.9	-3.7	-4.8	0.5	0.9
CCN(C(=O)COC(=O)c1cc(OC)ccc1Br)C1CCS(=O)(=O)C1 (stereo unspecified)	.	.	0.3	-3.4	4.0	.	3.2	18.6	.
Cc1cc2nc3n(c2cc1C)CC1CC(C(=O)NCc2cccc(C(F)(F)F)c2)N(C)C31 (stereo unspecified)	-9.3	-3.6	1.9	1.5	1.4	12.9	1.2	-12.1	-4.1
Cc1ccc(C2=Nc3ccccc3NC(C)(c3ccc(C)o3)C2)o1 (stereo unspecified)	4.3	-8.2	4.9	2.0	0.2	5.4	18.8	8.7	-5.7
O=c1[nH][nH]cc1C=Nc1ccccc1O	-1.2	-6.2	3.7	3.2	5.9	7.2	1.8	-6.2	2.1
Cn1c(CCN2CCN(c3ccccn3)CC2)nc2cc(NC(=O)COc3ccccc3)ccc21	0.4	-1.9	2.8	5.7	7.2	-7.6	4.7	14.2	-1.4
O=C(Nc1cccc(C(F)(F)F)c1)OCCN1CCN(Cc2ccccc2)CCC1=O	6.5	0.2	5.5	-2.6	-5.7	-16.9	2.8	5.2	-1.0
COC(=O)CCN1CCc2cc(N=Nc3ccc([N+](=O)[O-])cc3)ccc21	5.7	-14.8	.	1.6	.	-2.3	.	2.7	-1.4
CCC(C)OC(=O)C[N+](C)(C)CCOC1CC2CCC1(C)C2(C)C (stereo unspecified)	2.9	3.6	.	0.8	.	-21.8	.	13.6	0.8
CC(=O)C1C(c2ccc(Cl)cc2)c2c(noc2C)CC1(C)O (stereo unspecified)	2.8	4.9	.	8.3	.	8.3	.	6.0	-1.6
O=C(COC(=O)c1ccc2c(c1)OCO2)Nc1ncc(Cl)cc1Cl	-2.5	0.6	3.8	10.4	2.4	0.8	40.1*	2.7	0.2
Cc1nnc(SCc2cccc([N+](=O)[O-])c2)o1	-3.6	0.5	0.2	0.2	-0.1	-1.4	0.0	3.9	-3.4
Cc1ccc(OCc2cc(C(=O)N3CCc4[nH]cnc4C3c3ccccn3)no2)cc1C (stereo unspecified)	0.3	12.2	2.1	2.3	5.0	0.2	-8.0	25.1	3.1
COCCN(C(=O)CSc1nnc(-c2ccc(C(C)(C)C)cc2)n1N)c1c(N)n(CC(C)C)c(=O)[nH]c1=O	-3.2	-10.6	2.6	3.0	2.6	-17.1	2.7	17.7	-3.4
CCN(CC)C(=O)C(C)N(C#N)c1nc(SC)nc(N(C)C)n1 (stereo unspecified)	9.7	-5.2	-1.4	6.5	4.2	-24.1	5.7	6.4	1.3
N#CC1=C(N)Oc2n[nH]c(-c3ccc(F)cc3)c2C1c1cccc(OC(=O)N2CCOCC2)c1 (stereo unspecified)	-1.3	-3.5	5.1	-2.3	6.1	3.9	-6.5	7.7	-1.3
CCNc1nc(NCC)nc(N/N=C/c2ccc(Br)cc2)n1	-5.3	-12.4	3.8	-4.4	10.0	0.3	1.5	10.2	-2.2
O=C(/C=C/c1ccc(O)c(O)c1)c1ccccc1O	-4.3	-9.7	-0.8	9.1	-1.6	4.8	4.4	15.0	-8.2
CCOCCCNC(=O)c1ccc2c(=O)n(CCCOCC)c(=S)[nH]c2c1	3.7	-2.8	5.2	4.4	1.4	-5.4	6.2	1.1	1.1
COc1ccccc1NC(=O)N1CCc2[nH]c3ccc(Cl)cc3c2C1	-4.2	-3.6	-2.5	19.5	2.3	-0.8	6.2	15.2	-4.9
CC(C)CCN1CCN(Cc2cc3ccccc3[nH]2)CC1CCO (stereo unspecified)	1.7	-3.5	2.1	7.0	-3.9	2.6	1.6	35.6	-0.6
Cc1ccc(F)c(NC(=O)/C(C#N)=C(\O)c2ccc(C(C)(C)C)cc2)c1	0.3	5.7	1.5	5.3	-8.9	17.7	-40.6	-5.3	-8.2
CCC(=O)N(Cc1cc2cc(OC)ccc2[nH]c1=O)c1ccc(C)cc1C	2.0	-1.5	1.9	8.9	-3.1	0.2	4.5	-4.4	3.0
COc1cc2c(cc1OC)C(c1cc3cc(C)ccc3[nH]c1=O)N(C(=O)c1ccco1)CC2 (stereo unspecified)	0.6	14.0	6.2	5.9	1.1	18.5	1.2	4.7	-1.4
C=CCN1C(=O)S/C(=C/c2ccc(Sc3nc4ccccc4[nH]3)o2)C1=O	-0.2	-1.9	-0.5	5.0	-4.5	-14.3	4.8	-11.8	-3.6
COc1cccc(N/C(N)=N/c2nc(C)cc(=O)[nH]2)c1	0.5	3.2	1.4	4.7	9.0	-9.8	-8.3	-7.3	-2.7
COC(=O)CCc1ccc(O)cc1	-2.7	6.0	2.5	5.5	7.5	13.2	-2.7	1.4	1.7
Oc1ccc(CN2CCCCC2)c2cccnc12	0.7	-5.9	0.7	5.3	7.7	-3.9	1.7	4.3	0.5
CN1CCN(CC(=O)Nc2ccc([N+](=O)[O-])cc2Br)CC1	-4.5	-3.0	4.9	-2.6	-1.7	15.9	7.2	6.1	0.7
CCC1CCC(C(=O)NC(C(=O)NCCN2CCOCC2)C(C)C)CC1 (stereo unspecified)	1.0	2.8	1.8	6.8	11.8	6.4	-6.4	3.3	8.6

Screening results: PubChem, The Scripps Research Institute Molecular Screening Center
